Compound activity deposited in PubChem by Sanford-Burnham Center for Chemical Genomics.
TIM10 inh: inhibits growth of TIM10 yeast strain. hit rate 1.4% among 330,000. S. cerevisiae TIM10 strain growth, BacTiter-Glo luminescence, 24 h. inhibition, % at 10 µM. AID 463195;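 active = inhibition of 40% or more at the single tested concentration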;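 note: wild-type TIM10 isogenic control strain grown at permissive 25 °C; 0% = DMSO yeast wells and 100% = minimal medium wells without yeast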
NLRP3 yeast inh: inhibitors of NALP3 inflammasome in yeast. Yeast reconstituted NLRP3/ASC/caspase-1, beta-gal luminescence, 24 h. inhibition, % at 10 µM. hit rate 0.39% among 330,000;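 active = inhibition of 50% or more; inactive = inhibition below 50%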;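 note: plate controls were induced DMSO wells for no effect and uninduced yeast grown without galactose for full effect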
Apaf-1 inh: human Apaf-1 inhibition; O14727; reconstituted apoptosome caspase-3 activity, DEVD-Rh110 fluorescence; inhibition, % at 20 µM; hit rate 0.71% among 330,000; AID 489030; active = inhibition of at least 40% at 20 µM;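 note: plate controls were DMSO wells for no effect and DEVD-CHO caspase inhibitor wells for full effect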
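Medium: Hepes buffer, pH 7.5 / System: biochemical Apaf-1 apoptosome reconstitution / Measured by: Rh110 fluorescence, excitation 480 nm, emission 540 nm / Times: compound with Apaf-1, dATP, procaspase-3 30 min, then 50 min reaction, room temperature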
ATG4B inh: ATG4B (human) cysteine protease inhibition; ATG4B cleavage of LC3-PLA2, NBD-HPC fluorescence, 1 h; Q9Y4P1; hit rate 0.51% among 340,000; inhibition, % at 8.33 µM; AID 504462; in the data active = inhibition above about 40%
Target sequence (Q9Y4P1 whole entry, looked up): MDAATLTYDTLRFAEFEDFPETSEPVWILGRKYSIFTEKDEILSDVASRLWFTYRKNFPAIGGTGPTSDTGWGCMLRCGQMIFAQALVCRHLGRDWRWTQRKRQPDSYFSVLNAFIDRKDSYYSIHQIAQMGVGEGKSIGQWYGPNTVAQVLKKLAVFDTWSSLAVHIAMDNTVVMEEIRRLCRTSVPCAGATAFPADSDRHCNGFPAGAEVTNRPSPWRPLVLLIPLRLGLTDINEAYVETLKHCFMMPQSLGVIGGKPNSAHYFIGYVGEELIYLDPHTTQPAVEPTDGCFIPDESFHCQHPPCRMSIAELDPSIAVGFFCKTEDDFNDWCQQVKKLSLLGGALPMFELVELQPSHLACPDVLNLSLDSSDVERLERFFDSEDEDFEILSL
mIAP act: increases mouse intestinal alkaline phosphatase activity. muIAP, CDP-Star luminescence, 30 min; hits give high values; 1 = vehicle-only enzyme signal, 0 = enzyme-free wells. activation factor at 10 µM. hit rate 0.24% among 330,000. AID 2805;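 active = activation factor of at least 2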; note: the source names both 10 and 20 µM as test concentration; values of inactives mirror those of a sister screen read the other way
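Assay system: mouse IAP enzyme; reagent: chemiluminescent substrate CDP-Star; dosing: test compounds delivered from DMSO solution; schedule: 30 min at room temperature; measured by: luminescence from enzymatic CDP-Star hydrolysis; controls: DMSO-only wells and no-enzyme negative control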
mIAP inh: blocks mouse intestinal alkaline phosphatase; purified mouse IAP, CDP-Star luminescence, 30 min; inhibition, % at 10 µM; hit rate 0.2% among 330,000; AID 2806;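 active = inhibition of at least 40% at 10 µM in the primary screen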;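 note: plate controls were DMSO with enzyme for no effect and no enzyme wells for full effect; values of inactives mirror those of a sister screen read the other way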
tim10-1 inh: tim10-1 yeast growth inhibition; hit rate 2.2% among 330,000; S. cerevisiae tim10-1 ts strain growth, BacTiter-Glo, 24 h; inhibition, % at 20 µM;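 active = inhibition of at least 40%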;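 note: mutant grown at 25 °C; 0% = DMSO wells with yeast and 100% = wells holding no yeast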
hIAP block: blocks human intestinal alkaline phosphatase; hit rate 0.12% among 330,000; inhibition, % at 10 µM; purified IAP, CDP-Star luminescence, 30 min;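 active = inhibition reaching a set limit with compound at 10 µM in the primary screen, cut at about 35% in these data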;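 note: plate controls were DMSO wells with enzyme for no effect and no-enzyme buffer wells for full effect; values of inactives mirror those of a sister screen read the other way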
Target sequence (P09923 whole entry, looked up): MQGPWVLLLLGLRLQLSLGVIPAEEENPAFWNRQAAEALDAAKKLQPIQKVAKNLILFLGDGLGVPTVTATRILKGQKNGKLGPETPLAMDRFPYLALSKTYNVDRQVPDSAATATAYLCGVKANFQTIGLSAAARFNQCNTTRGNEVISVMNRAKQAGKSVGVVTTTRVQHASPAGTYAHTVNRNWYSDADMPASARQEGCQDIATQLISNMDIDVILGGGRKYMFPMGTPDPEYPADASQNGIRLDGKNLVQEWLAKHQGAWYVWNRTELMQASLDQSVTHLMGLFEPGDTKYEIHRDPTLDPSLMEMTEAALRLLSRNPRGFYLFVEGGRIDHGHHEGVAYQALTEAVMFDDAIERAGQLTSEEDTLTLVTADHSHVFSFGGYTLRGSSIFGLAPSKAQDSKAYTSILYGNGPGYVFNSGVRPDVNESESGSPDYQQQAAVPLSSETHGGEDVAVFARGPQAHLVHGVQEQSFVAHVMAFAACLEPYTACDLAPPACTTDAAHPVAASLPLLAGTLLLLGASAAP
hIAP act: human IAP activation; P09923; purified human IAP, CDP-Star luminescence, 30 min; hits give high values; 1 = vehicle-only enzyme, 0 = enzyme-free background; activation factor at 10 µM; hit rate 0.16% among 330,000;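 active = activation factor of the enzyme at least 2-fold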; note: the source names both 10 and 20 µM as test concentration; values of inactives mirror those of a sister screen read the other way
* hit, by the source's call. Compounds were not picked by outcome; any-hit rate near 4.5%.

Results for O=C(CCc1ccccc1)Nc1ncc2c(n1)CCCC2=O ?
TIM10 inh: -17.7; NLRP3 yeast inh: 11.1; Apaf-1 inh: -2.0; ATG4B inh: 0.5; mIAP act: 0.908; mIAP inh: 9.2; tim10-1 inh: -10.2; hIAP block: -6.3; hIAP act: 1.06

Results for CC(C(=O)N1CCCC1)c1ccc([N+](=O)[O-])cc1 (stereo not given) ?
TIM10 inh: 2.8; NLRP3 yeast inh: 8.2; Apaf-1 inh: -3.8; ATG4B inh: -2.3; mIAP act: 1.02; mIAP inh: -2.2; tim10-1 inh: 13.2; hIAP block: -7.8; hIAP act: 1.08

What do the screens show for `Cc1cc(C)n2cc(-c3ccc(Cl)cc3)c(C(=O)O)c2n1`?
TIM10 inh: 18.5; NLRP3 yeast inh: 36.3; Apaf-1 inh: -4.8; ATG4B inh: 0.7; mIAP act: 1.01; mIAP inh: -1.0; tim10-1 inh: 20.6; hIAP block: 11.0; hIAP act: 0.89

Results for CCOC(=O)c1cnc(N2CCN(C(=O)OCC)CC2)[nH]c1=O ?
TIM10 inh: -11.4; NLRP3 yeast inh: 4.2; Apaf-1 inh: 8.3; ATG4B inh: -5.9; mIAP act: 1.02; mIAP inh: -2.2; tim10-1 inh: -13.1; hIAP block: -9.2; hIAP act: 1.09

How did Cc1ccc(CN(C)C(=O)COC(=O)CSc2ccc([N+](=O)[O-])cc2)cc1 do in these assays?
TIM10 inh: -9.2; NLRP3 yeast inh: 20.3; Apaf-1 inh: 16.2; ATG4B inh: -8.0; mIAP act: 0.912; mIAP inh: 8.8; tim10-1 inh: 2.2; hIAP block: -2.7; hIAP act: 1.03

Results for COc1ccc(CCNC(=O)C(=O)NCc2ccccc2)cc1OC ?
TIM10 inh: 14.5; NLRP3 yeast inh: 19.9; Apaf-1 inh: 5.8; ATG4B inh: 5.6; mIAP act: 1.07; mIAP inh: -6.8; tim10-1 inh: 14.7; hIAP block: -0.8; hIAP act: 1.01

How did COC(=O)c1ccc(CO/N=C/c2ccc(OC)cc2OC)cc1 do in these assays?
TIM10 inh: 6.1; NLRP3 yeast inh: 16.4; Apaf-1 inh: 22.5; ATG4B inh: -2.3; mIAP act: 0.93; mIAP inh: 7.0; tim10-1 inh: 22.1; hIAP block: 5.8; hIAP act: 0.942

What do the screens show for `CCOc1ccccc1NC(=O)C1CCN(C(=O)NCc2ccccc2)CC1`?
TIM10 inh: -5.2; NLRP3 yeast inh: 1.3; Apaf-1 inh: -2.8; ATG4B inh: -1.8; mIAP act: 1.07; mIAP inh: -6.9; tim10-1 inh: 15.0; hIAP block: 4.4; hIAP act: 0.956

What do the screens show for `CCO/N=C(/c1nonc1N)N1CCN(c2ccc([N+](=O)[O-])cc2)CC1`?
TIM10 inh: 5.9; NLRP3 yeast inh: -3.4; Apaf-1 inh: 0.5; ATG4B inh: -13.0; mIAP act: 0.88; mIAP inh: 12.0; tim10-1 inh: 13.2; hIAP block: 11.7; hIAP act: 0.883

Results for Cc1cccc(C)c1OCCN1CCCC1 ?
TIM10 inh: -1.5; NLRP3 yeast inh: 17.0; Apaf-1 inh: -4.8; ATG4B inh: -2.4; mIAP act: 1.03; mIAP inh: -3.2; tim10-1 inh: -3.7; hIAP block: -5.9; hIAP act: 1.06

Results for COc1ccccc1N1CCN(C(=O)c2cc3c(s2)CCC3)CC1 ?
TIM10 inh: 14.3; NLRP3 yeast inh: 17.5; Apaf-1 inh: 18.4; ATG4B inh: -10.8; mIAP act: 0.969; mIAP inh: 3.1; tim10-1 inh: 18.5; hIAP block: 15.6; hIAP act: 0.844

Results for O=C(CCCN1C(=O)c2ccccc2C1=O)NCCCN1CCOCC1 ?
TIM10 inh: 6.4; NLRP3 yeast inh: 3.8; Apaf-1 inh: -1.8; ATG4B inh: -4.4; mIAP act: 1.01; mIAP inh: -0.8; tim10-1 inh: 7.5; hIAP block: 8.6; hIAP act: 0.914

Results for Cc1nn(C)c(Cl)c1CN1CCN(CCC(C)C)C(CCO)C1 (stereo not given) ?
TIM10 inh: -6.9; NLRP3 yeast inh: 5.7; Apaf-1 inh: 7.5; ATG4B inh: 1.4; mIAP act: 1.12; mIAP inh: -12.4; tim10-1 inh: 11.7; hIAP block: -8.3; hIAP act: 1.08

Results for CCOc1ccc(CCNC(=O)COC(=O)c2ccc(Cl)nc2)cc1OCC ?
TIM10 inh: 11.0; NLRP3 yeast inh: 8.3; Apaf-1 inh: 4.4; ATG4B inh: 5.0; mIAP act: 0.942; mIAP inh: 5.8; tim10-1 inh: 13.7; hIAP block: -5.3; hIAP act: 1.05

How did O=C(NCCCN1CCOCC1)C1(c2ccccc2)CCOCC1 do in these assays?
TIM10 inh: 11.6; NLRP3 yeast inh: -7.2; Apaf-1 inh: -6.4; ATG4B inh: -4.4; mIAP act: 0.987; mIAP inh: 1.3; tim10-1 inh: 16.4; hIAP block: -10.1; hIAP act: 1.1

What do the screens show for `Cc1ccc(S(=O)(=O)N2CCN(C(=O)c3ccccc3OCc3c(C)noc3C)CC2)cc1`?
TIM10 inh: 19.4; NLRP3 yeast inh: 27.1; Apaf-1 inh: 7.6; ATG4B inh: -6.7; mIAP act: 1.1; mIAP inh: -9.7; tim10-1 inh: 26.3; hIAP block: 11.6; hIAP act: 0.884

How did CCCC(=O)NC(c1ccc(N(C)C)cc1)c1ccc2cccnc2c1O (stereo not given) do in these assays?
TIM10 inh: -92.0; NLRP3 yeast inh: 13.6; Apaf-1 inh: -4.3; ATG4B inh: 3.6; mIAP act: 0.983; mIAP inh: 1.7; tim10-1 inh: -25.8; hIAP block: -26.7; hIAP act: 1.27

How did O=C(Nc1ccccc1)c1ccccc1NC(=O)[C@H]1CCCC[C@H]1C(=O)O do in these assays?
TIM10 inh: 18.2; NLRP3 yeast inh: 9.0; Apaf-1 inh: 3.1; ATG4B inh: -10.6; mIAP act: 0.981; mIAP inh: 1.9; tim10-1 inh: 3.8; hIAP block: 14.5; hIAP act: 0.855

What do the screens show for `OC(COc1c(F)cc(Br)cc1F)CN1CCN(c2ccc(F)cc2)CC1` (stereo not given)?
TIM10 inh: -200.8; NLRP3 yeast inh: 30.4; Apaf-1 inh: 14.2; ATG4B inh: -9.1; mIAP act: 0.837; mIAP inh: 16.3; tim10-1 inh: -67.4; hIAP block: 8.9; hIAP act: 0.911

What do the screens show for `CC1CN(C(=S)NC(=O)c2ccccc2)CC(C)O1` (stereo not given)?
TIM10 inh: -14.0; NLRP3 yeast inh: 11.5; Apaf-1 inh: -2.6; ATG4B inh: -0.6; mIAP act: 1; mIAP inh: 0.0; tim10-1 inh: -2.0; hIAP block: -1.8; hIAP act: 1.02

Results for Cc1onc(-c2ccccc2Cl)c1C(=O)N1CC(C)OC(C)C1 (stereo not given) ?
TIM10 inh: 2.7; NLRP3 yeast inh: 16.6; Apaf-1 inh: -8.2; ATG4B inh: 4.0; mIAP act: 0.964; mIAP inh: 3.6; tim10-1 inh: 18.2; hIAP block: 12.1; hIAP act: 0.879

What do the screens show for `O=c1[nH]c(=S)[nH]nc1Cc1ccccc1`?
TIM10 inh: -1.2; NLRP3 yeast inh: 19.8; Apaf-1 inh: 3.0; ATG4B inh: -0.2; mIAP act: 0.967; mIAP inh: 3.3; tim10-1 inh: -0.7; hIAP block: -8.9; hIAP act: 1.09

Results for COc1ccc(CC(=O)N/N=C/c2cccnc2)cc1OC ?
TIM10 inh: 9.5; NLRP3 yeast inh: 16.1; Apaf-1 inh: -2.3; ATG4B inh: 0.6; mIAP act: 1; mIAP inh: 0.0; tim10-1 inh: -16.7; hIAP block: -15.1; hIAP act: 1.15

What do the screens show for `COC(=O)COc1ccc(S(=O)(=O)NCc2ccc3c(c2)OCO3)cc1C`?
TIM10 inh: 8.1; NLRP3 yeast inh: 4.8; Apaf-1 inh: -10.4; ATG4B inh: -5.3; mIAP act: 1.07; mIAP inh: -7.3; tim10-1 inh: 8.6; hIAP block: -0.6; hIAP act: 1.01

How did Cc1[nH]c(C)c(S(=O)(=O)NCc2ccc(F)cc2)c1C(=O)N1CCCCC1 do in these assays?
TIM10 inh: 1.8; NLRP3 yeast inh: 3.1; Apaf-1 inh: -8.6; ATG4B inh: 1.6; mIAP act: 1.04; mIAP inh: -3.8; tim10-1 inh: 8.2; hIAP block: -13.9; hIAP act: 1.14

Results for COCCN(Cc1cc2cc(C)ccc2n2nnnc12)C(=S)Nc1ccccc1C ?
TIM10 inh: 15.1; NLRP3 yeast inh: 22.7; Apaf-1 inh: 14.2; ATG4B inh: -2.4; mIAP act: 1; mIAP inh: -0.5; tim10-1 inh: 22.5; hIAP block: -1.6; hIAP act: 1.02

Results for O=C(Nc1ccc(F)cc1)C(c1ccccc1)N1CCN(S(=O)(=O)c2ccc3ccccc3c2)CC1 (stereo not given) ?
TIM10 inh: 21.8; NLRP3 yeast inh: 14.6; Apaf-1 inh: 4.0; ATG4B inh: 16.7; mIAP act: 1.13; mIAP inh: -13.1; tim10-1 inh: 15.4; hIAP block: -1.1; hIAP act: 1.01

Results for COc1ccccc1CNC(=O)c1cc(C2CC2)nc2c1cnn2C(C)C ?
TIM10 inh: 2.1; NLRP3 yeast inh: 4.3; Apaf-1 inh: 10.6; ATG4B inh: 20.9; mIAP act: 0.997; mIAP inh: 0.3; tim10-1 inh: 9.8; hIAP block: 11.3; hIAP act: 0.887

Results for C=CCN(c1ccccc1C(=O)NCC(=O)O)S(=O)(=O)c1ccc(C)cc1 ?
TIM10 inh: 9.8; NLRP3 yeast inh: 7.5; Apaf-1 inh: -13.1; ATG4B inh: -1.4; mIAP act: 0.954; mIAP inh: 4.6; tim10-1 inh: 11.6; hIAP block: -2.3; hIAP act: 1.02

Results for O=C1/C(=N\S(=O)(=O)c2cccs2)C([n+]2ccccc2)=C([O-])c2ccccc21 ?
TIM10 inh: 9.7; NLRP3 yeast inh: 10.3; Apaf-1 inh: 26.8; ATG4B inh: -1.8; mIAP act: 0.889; mIAP inh: 11.1; tim10-1 inh: 15.5; hIAP block: 11.1; hIAP act: 0.889

What do the screens show for `CCOc1ccccc1Nc1nnc(SCC(=O)NC2CC2)s1`?
TIM10 inh: 3.0; NLRP3 yeast inh: 3.1; Apaf-1 inh: 12.7; ATG4B inh: -5.7; mIAP act: 1.11; mIAP inh: -11.4; tim10-1 inh: 15.9; hIAP block: -20.7; hIAP act: 1.21

Structural class, the compounds so far with an aryl thioether with sulfur outside any ring.
How did Cc1ccc(CN(C)C(=O)COC(=O)CSc2ccc([N+](=O)[O-])cc2)cc1 do in these assays?
TIM10 inh: -9.2; NLRP3 yeast inh: 20.3; Apaf-1 inh: 16.2; ATG4B inh: -8.0; mIAP act: 0.912; mIAP inh: 8.8; tim10-1 inh: 2.2; hIAP block: -2.7; hIAP act: 1.03

What do the screens show for `CCOc1ccccc1Nc1nnc(SCC(=O)NC2CC2)s1`?
TIM10 inh: 3.0; NLRP3 yeast inh: 3.1; Apaf-1 inh: 12.7; ATG4B inh: -5.7; mIAP act: 1.11; mIAP inh: -11.4; tim10-1 inh: 15.9; hIAP block: -20.7; hIAP act: 1.21
